# ELG1 genotox: inducers of genotoxicity in HEK293T ELG1-luciferase cells. HEK293T ELG1-luciferase reporter, luminescence, 16 h. Potency, µM (top dose mostly 46 µM), for inactives: at the highest dose activity change, positive = activation, usual class: activators. 1.3% of 330,000 active; further: potency means the concentration at half of the fitted maximal effect; % of control where 0% means no effect; nearly all actives have a fitted effect of over 60% in size
#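 Genotoxicity was scored as increased ELG1-luciferase reporter signal, measured by ONE-Glo luminescence (30 min, room temperature). Compound or vehicle exposure of the HEK293T reporter cells lasted 16 hr at 37°C.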
# RORg inh: ROR gamma (mouse) transcription inhibition; P51450; 5.4% of 310,000 active; Potency, µM (doses to about 53.6 µM), without a hit: at the highest dose activity change, negative = inhibition, actives largely listed as inhibitors; Drosophila S2 Gal4-RORgamma UAS-luciferase reporter, 20 h; further: potency means the concentration at half of the fitted maximal effect; on the % scale 0 is the no-effect control and ±100 the full control effect; nearly all actives have a fitted effect of over 60% in size
# Target sequence (P51450 whole entry, looked up, the tested form may be a part): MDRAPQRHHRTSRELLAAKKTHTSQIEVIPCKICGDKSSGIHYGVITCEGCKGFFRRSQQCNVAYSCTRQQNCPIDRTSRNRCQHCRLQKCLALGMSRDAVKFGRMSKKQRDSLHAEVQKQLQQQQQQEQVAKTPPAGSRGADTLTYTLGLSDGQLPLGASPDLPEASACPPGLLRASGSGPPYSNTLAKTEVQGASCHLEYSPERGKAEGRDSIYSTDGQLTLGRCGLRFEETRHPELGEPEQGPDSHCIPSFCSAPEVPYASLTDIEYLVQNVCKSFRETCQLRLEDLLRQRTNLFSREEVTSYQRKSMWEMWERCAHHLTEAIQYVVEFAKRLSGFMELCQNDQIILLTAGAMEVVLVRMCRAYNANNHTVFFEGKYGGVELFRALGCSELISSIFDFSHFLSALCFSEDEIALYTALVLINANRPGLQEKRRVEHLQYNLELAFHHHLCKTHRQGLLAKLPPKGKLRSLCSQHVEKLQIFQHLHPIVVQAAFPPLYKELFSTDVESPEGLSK
#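 Schneider cells (Drosophila), stable Gal4 DBD–ROR gamma + UAS-luc; 1 hr cmpd preincubation; Cu2+ induction 700 uM final; 20 hr ambient; luminescence.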
# KCNH2 3.1 inh: blocks the human KCNH2 3.1 channel isoform. U2OS KCNH2 3.1, thallium flux FluxOr; active compounds read low. activity change, % (tested at about 1.8 µM). 0.95% of 340,000 active. AID 720553;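 active means maximum activity change below -70%; inconclusive means maximum activity change from -70% to -50%; inactive means maximum activity change above -50%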;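 further: thallium influx rate constant from kinetic fluorescence after stimulation buffer; on the % scale 0 is the no-effect control and ±100 the full control effect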
#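 Thallium flux via FluxOr fluorescence (Red40 quencher, 45 min loading) in U2OS cells virally expressing the KCNH2 3.1 isoform (1.77 x 10^8 /mL virus, overnight at 37 C). Rate constants from 2-min kinetic reads post-stimulation, normalised to positive and negative controls.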
# VP16 counter: inhibits Gal4-VP16 luciferase reporter, ROR gamma counter-screen; Drosophila S2 Gal4-VP16 UAS-luciferase, luminescence, 20 h; 3.5% of 310,000 active; Potency, µM (titrated, usually from 53.6 µM), inactives show at the highest dose activity, negative = inhibition, hits mostly inhibitors; AID 2546;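 further: Gal4-VP16 expression switched on by copper sulfate through the metallothionein promoter; potency means the concentration at half of the fitted maximal effect; on the % scale 0 is the no-effect control and ±100 the full control effect; nearly all actives have a fitted effect of over 50% in size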
# uPA generation: blocks generation of uPA at the cell surface | cell surface uPA generation assay, qHTS | Potency, µM (series often up to 38.3 µM), inactives show at the highest dose activity change, negative = inhibition, most hits filed as inhibitors | 0.31% of 330,000 active; active means well fitted inhibition curve with a large enough effect; inconclusive means small, poorly fitted or top-dose-only effect; inactive means no such curve, though single readings can be large or run the other way; tested in mouse RAW 264.7 cells; further: potency means the concentration at half of the fitted maximal effect; on the % scale 0 is the no-effect control and ±100 the full control effect; nearly all actives have a fitted effect of over 55% in size
# Rab9 prom act: activators of Rab9 promoter | Huh7 Rab9 promoter-luciferase reporter, luminescence, 24 h | Potency, µM (top dose mostly 9.22 µM), for the others: at the top dose activation, negative = inhibition, usual class: activators | 2.8% of 320,000 active | AID 485297; further: potency means the concentration at half of the fitted maximal effect; % of control where 0% means no effect; nearly all actives have a fitted effect of over 60% in size
#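 Steps: seed 1500 Huh7 Rab9-luc cells per well, rest 2 h at 37 °C; add compound in DMSO; incubate 24 h; add luciferase reagent, 10 min ambient; read luminescence.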
# FLuc counter: inhibits or activates purified firefly luciferase, miR-21 counter-screen; P08659; purified FLuc, Km substrates, luminescence inhibition; Potency, µM (highest dose often 57.5 µM), without a hit: top-dose activity change, negative = inhibition, actives largely listed as inhibitors; 6.9% of 360,000 active;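 further: potency means the concentration at half of the fitted maximal effect; plate controls were vehicle for no effect and reference inhibitor for full effect; nearly all actives have a fitted effect of over 55% in size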
#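 Biochemical qHTS of compounds, final roughly 60 µM downward over six points, against 10 nM purified firefly luciferase using Km concentrations of substrates (10 uM D-luciferin, 10 uM ATP) in Tris acetate pH 7.5 buffer; luminescence output.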
# Giardia killer: Giardia lamblia killing; 0.15% of 340,000 active; AID 540267; activity change, % at 7.66 µM, hits read low; Giardia lamblia trophozoite viability; in the data active means activity change below about -80%; inconclusive means between about -30% and that limit;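 further: parasites exposed to compound for two days anaerobically before the ATP read; on the % scale 0 is the no-effect control and ±100 the full control effect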
#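 Luminescence from cellular ATP indicates surviving trophozoites (100 cells/well) following 48 hrs anaerobic compound treatment at 37 deg C; signal develops 15-30 min at room temperature.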
# Tb PFK block: blocks T. brucei phosphofructokinase. O15648. T. brucei PFK, ADP-Glo luminescence. Potency, µM (doses to about 57.5 µM), for the others: at the top dose activity, negative = inhibition, most hits filed as inhibitors. 0.17% of 330,000 active. AID 485367;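 further: potency means the concentration at half of the fitted maximal effect; 0% = uninhibited 1x PFK enzyme wells and -100% = no-enzyme wells; nearly all actives have a fitted effect of over 60% in size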
# Target sequence (O15648 whole entry, looked up): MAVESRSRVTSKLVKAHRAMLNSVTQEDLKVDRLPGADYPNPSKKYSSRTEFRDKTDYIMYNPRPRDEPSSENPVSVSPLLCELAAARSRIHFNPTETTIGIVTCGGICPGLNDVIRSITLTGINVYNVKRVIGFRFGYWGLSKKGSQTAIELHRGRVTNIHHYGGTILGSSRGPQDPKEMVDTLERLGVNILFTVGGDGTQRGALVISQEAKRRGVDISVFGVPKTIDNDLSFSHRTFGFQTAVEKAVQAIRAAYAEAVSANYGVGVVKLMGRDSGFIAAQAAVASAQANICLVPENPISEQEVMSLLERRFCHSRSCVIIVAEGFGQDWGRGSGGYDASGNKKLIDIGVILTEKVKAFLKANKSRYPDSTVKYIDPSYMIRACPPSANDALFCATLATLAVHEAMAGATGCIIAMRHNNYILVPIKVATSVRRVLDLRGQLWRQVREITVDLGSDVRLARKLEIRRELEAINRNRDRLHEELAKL
#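 Compounds were pin-transferred as a titration series up to 57 uM into substrate buffer (0.5 mM F6P, 0.1 mM ATP, pH 8.0), then 1.25 nM PFK was added and reactions ran 45 min before ADP-Glo detection.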
# NPC1 promoter act: activators of NPC1 promoter. Potency, µM (highest dose often 9.22 µM), for inactives: at the top dose activation, actives largely listed as activators. AID 485313. Huh7 NPC1 promoter luciferase reporter, 24 h. 2.4% of 320,000 active;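 further: potency means the concentration at half of the fitted maximal effect; % of control where 0% means no effect; nearly all actives have a fitted effect of over 60% in size; reporter is driven by a mutant NPC1 promoter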
#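 Huh7 reporter cells (NPC1 promoter driving luciferase) are dosed with compound for 24 h at 37 °C, 5% CO2; luciferase detection reagent is then added and luminescence measured after 10 min at ambient temperature.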
# FBPA coupling cs: counter-screen for Giardia aldolase inhibitors: coupling enzyme system; 0.67% of 290,000 active; activity change, negative = inhibition, % at 58.2 µM, hits read low; coupling enzyme system counterscreen, AmpLite Red fluorescence; in the data active means activity change below about -30%; further: on the % scale 0 is the no-effect control and ±100 the full control effect
#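 Coupling enzymes only (glyceraldehyde-3-phosphate) + compound, at 57.5 uM final, 10 min RT; add substrate/coupling/AmpLite Red mix, 20 min RT; fluorescence ex 525/em 598 nm. Actives flag coupling-system interference.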
# Numbers without * were called inactive; ? = inconclusive; nt = no result given; & = joins results of further samples; [ ] = another dose, or the depositor's remark. Unless noted, the call rests on the fitted dose curve; in most records, active means well fitted curve in the direction sought with a large enough effect; inconclusive means small, poorly fitted or top-dose-only effect, or another doubt; inactive means no such curve, though single readings can be large; an effect the other way counts as inactive or inconclusive.
SMILES,ELG1 genotox,RORg inh,KCNH2 3.1 inh,VP16 counter,uPA generation,Rab9 prom act,FLuc counter,Giardia killer,Tb PFK block,NPC1 promoter act,FBPA coupling cs
CC(=O)Nc1ccccc1NC(=O)c1ccc(C)cc1C,-2%,12%,-22,-9%,-1%,1%,-8%,8,0%,-2%,3
COC(=O)CCCC(=O)N1CCCC(C(=O)c2ccc(OC)cc2C)C1 (stereo unspecified),-6%,18%,-12,-22%,1%,-2%,1%,-5,0%,-4%,2
COc1ccc(CC(=O)N2CCC(n3nccc3NC(=O)C3CCOC3)CC2)cc1 (stereo unspecified),5%,4%,-2,3%,1%,-6%,-1%,29,3%,0%,nt
O=C(Cc1noc2ccccc12)NNC(=S)Nc1ccc(Cl)cc1,-1%,11µM*,-8,-17%,0%,-2%,?,11,0%,-7%,2
COc1ccc(C2Nc3ccccc3C(=O)N2Cc2ccco2)cc1COc1ccc([N+](=O)[O-])cc1 (stereo unspecified),0%,45%,-80*,-5%,-6%,-3%,-2%,8&-3,4%[0.46 µM],1%,-1
CCOC(=O)c1c(/N=C/N(C)C)sc(/C=N/Nc2ccccc2)c1-c1ccccc1Cl,-2%,33%,6,-9%,8%,2%,12µM*,10,3%,-3%,2
O=C(c1ccccc1)n1ccn(-c2ccccc2)c1=S,0%,40%,9,-11%,-1%,-2%,-12%,6,1%,1%,3
CC(=O)C1=C(O)C(=O)N(Cc2cccnc2)C1c1ccc(Cl)cc1Cl (stereo unspecified),0%,-5%,-5,4%,3%,-1%,-2%,9,-1%,-5%,1
COc1cccc(/C=N/n2cnc3c(cnn3-c3ccccc3)c2=O)c1,0%,?,4,15%,-6%,-7%,-4%,4,3%,-3%,3
COc1ccc(S(=O)(=O)Nc2ccc3c(c2)OCO3)cc1,-5%,33%,-7,1%,-7%,-1%,-11%,-23,3%,-1%,0
COc1ccccc1C(=O)NC(=O)CSc1nc(C)cs1,-2%,nt,14,nt,3%,9%,13µM*,-3,3%,-3%,nt
CCN(CC)C(=O)CSC1c2ccccc2C(=O)N1c1ccccc1 (stereo unspecified),-4%,-32%,4,-1%,nt,0%,-7%,0,-4%,-1%,1

# Only Rab9 prom act and NPC1 promoter act, for some of the entries so far:
Compound	Rab9 prom act	NPC1 promoter act
COc1cccc(/C=N/n2cnc3c(cnn3-c3ccccc3)c2=O)c1	-7%	-3%
CCN(CC)C(=O)CSC1c2ccccc2C(=O)N1c1ccccc1 (stereo unspecified)	0%	-1%
O=C(c1ccccc1)n1ccn(-c2ccccc2)c1=S	-2%	1%
COc1ccccc1C(=O)NC(=O)CSc1nc(C)cs1	9%	-3%

# Laid out differently: two of the compounds above.
# Results follow in this order: ELG1 genotox	RORg inh	KCNH2 3.1 inh	VP16 counter	uPA generation	Rab9 prom act	FLuc counter	Giardia killer	Tb PFK block	NPC1 promoter act	FBPA coupling cs
CC(=O)C1=C(O)C(=O)N(Cc2cccnc2)C1c1ccc(Cl)cc1Cl (stereo unspecified)
  0%	-5%	-5	4%	3%	-1%	-2%	9	-1%	-5%	1
COc1cccc(/C=N/n2cnc3c(cnn3-c3ccccc3)c2=O)c1
  0%	?	4	15%	-6%	-7%	-4%	4	3%	-3%	3

# (cont.)
SMILES,ELG1 genotox,RORg inh,KCNH2 3.1 inh,VP16 counter,uPA generation,Rab9 prom act,FLuc counter,Giardia killer,Tb PFK block,NPC1 promoter act,FBPA coupling cs
CCOc1ccc2oc(C(=O)Nc3cc(C)ccn3)c(C)c2c1,?,nt,12,nt,-6%,0.5µM*,0.34µM*,-25,2%,0.63µM*,nt
COC(=O)C(Cc1ccc(O)cc1)NC(=O)C12CC3CC(CC(C3)C1)C2 (stereo unspecified),0%,-9%,-5,5%,-9%,1%,-8%,3,-1%,-3%,1
S=c1[nH]nc(COc2ccccc2)n1/N=C/c1ccncc1,-9%,10µM*,8,3%,-6%,0%,1%,44[activator],-4%,-1%,5
COc1ccc(/C=N/NC(=O)c2cc(-c3ccc4c(c3)OCO4)n[nH]2)cc1OC,0%,-21%,-18,-8%,-11%,0%,?,2,-3%,10%,2
Cc1cc(C)nc(N=Nc2c(O)n(Cc3ccc(Cl)cc3)c3ccccc23)n1,0%,5.6µM*,12,3.5µM*,-3%,-2%,?,-5,6%,0%,-1
CC1=NN(c2nc(C)cc(C)n2)C(=O)C1CCC(C)C (stereo unspecified),-3%,2µM*,-1,7.9µM*,nt,0%,-16%,-1,2%,6%,1
COc1cc(/C=N\NC(=O)c2ccc(Cn3nc([N+](=O)[O-])c(Cl)c3C)o2)ccc1O,12%,-3%,-34,8%,-6%,-2%,?,-2,?,-3%,0
CC(=O)Nc1ccc(/C=N/NS(=O)(=O)c2cc(C)ccc2C)cc1,-12%,-1%,14,11%,1%,-1%,-1%,-15,1%,-3%,2
CC1CN(S(=O)(=O)c2cccc(C(=O)N=c3sccn3C)c2)CC(C)O1 (stereo unspecified),0%,nt,-6,nt,-7%,-2%,4%,27,-4%,0%,nt
CCn1c(=O)n(CC)c2cc(S(=O)(=O)N3CCOCC3)ccc21,2%,-31%,-7,3%,1%,-3%,5%[2.3 µM],3,-2%,1%,-2
COc1ccc(CNC(=S)NC(C)CCc2ccccc2)cc1 (stereo unspecified),-9%,3.2µM*,-5,14µM*,3%,1%,5%,17,-2%,-7%,0
Cc1ccc(Oc2coc3cc(OC(=O)c4cccs4)ccc3c2=O)cc1,15%,-3%,-22,4%,1%,11%,?,-10,-1%,16%,-3

# Single values from above:
# Value for `Cc1ccc(Oc2coc3cc(OC(=O)c4cccs4)ccc3c2=O)cc1` in Tb PFK block: -1%
# Value for `COC(=O)C(Cc1ccc(O)cc1)NC(=O)C12CC3CC(CC(C3)C1)C2` (stereo unspecified) in Giardia killer: 3

# Next part.
SMILES,ELG1 genotox,RORg inh,KCNH2 3.1 inh,VP16 counter,uPA generation,Rab9 prom act,FLuc counter,Giardia killer,Tb PFK block,NPC1 promoter act,FBPA coupling cs
O=C(CSc1nnc(-c2ccc(Cl)cc2)o1)NNC(=O)c1ccncc1,2%,nt,0,nt,-2%,-1%,-1%,0,0%,-1%,nt
CCc1cc(CNC(=O)CCc2nnc(CCCc3ccccc3)o2)on1,18µM*,-4%,2,?,-17%,3.5µM*,19µM*,7,-4%,?,-2
Cc1cc(=O)oc(C)c1C(=O)NCC1CCCO1 (stereo unspecified),3%,6%[0.365 µM],24,nt,nt,-4%,1%,8,-2%,1%,-1
O=C(Cn1nnc(-c2ccc(NC(=O)c3ccccc3F)cc2)n1)NCc1ccc(F)cc1,12%,-8%,7,-10%,17%,23%,-4%,17,-7%,19%,-1
CCN(C(=O)CSc1n[nH]c(-c2cc(Cl)ccc2OC)n1)C1CCS(=O)(=O)C1 (stereo unspecified),9%,nt,4,nt,-1%,-1%,0%,-4,-7%,1%,nt
COc1ccc(CCNC2=NCCS2)cc1OC,-4%,-25%,27,1%,0%,13%,1%,4,-20%,1%,0
COc1cc(CCC(=O)Nc2ccc(Cl)c(C(F)(F)F)c2)cc(OC)c1OC,-4%,36%,2,4%,2%,2%,-1%,-14,-15%,-4%,-1
CSCCC(NS(=O)(=O)c1ccccc1F)C(=O)NCCCn1nc(C)cc1C (stereo unspecified),10%,nt,0,nt,-3%,-3%,4%,4,-2%,1%,nt
CC(C)N=C(NS(=O)(=O)NC(=O)c1ccccc1)c1ccccc1,0%,0%,-2,4%,-7%,-2%,-10%,5,0%,-6%,1
CC(C)(C)Nc1nc(SCc2ccccc2)nc(N2CCOCC2)n1,-4%,?,-16,-13%,10%,3%,0%,-13,2%,-1%,0
Cc1cc(NC(=O)c2cccc(S(=O)(=O)N3CCCCCC3)c2)no1,-5%,-15%,2,9%,nt,3%,7%,-3,-1%,3%,3
COC(=O)c1cc(S(=O)(=O)N2CCC(C)CC2)ccc1F,9%,0%,-3,-9%,nt,-1%,0%,-1,-1%,-4%,3
Cc1cccnc1NC(=O)C1CCN(S(=O)(=O)c2ccc3c(c2)CCC(=O)N3)CC1,0%,?,8,-5%,3%,1%,2%,1,-4%,-4%,1
O=C(Nn1cc(C(=O)Nc2ccccc2F)c2ccccc2c1=O)c1cnccn1,-4%,?,-2,?,-8%,0%,-1%,11,4%,-2%,-11
CCOc1cc(NC(=S)NCCCN2CCOCC2)c(OCC)cc1NC(=O)c1cccs1,0%,-19%,16,-2%,0%,-11%,-1%,-9,0%,-7%,-7
Cc1c(O)ccc2c(-c3ccccc3)cc(=O)oc12,-14%,19%,5,2%,3%,1%,-3%,21,-1%,0%,7
CCCCCCn1c(C(C)NC(=O)c2ccco2)nc2ccccc21 (stereo unspecified),-4%,-37%,nt,-17%,-6%,-1%,8%,18,3%,1%,1

# Hits appear at their usual frequency. Share with any hit: about 14%.
